KCNK9 block = blocks the human KCNK9 two-pore domain potassium channel; Q9NPC2; HEK293 KCNK9, FluxOR thallium flux fluorescence; hits give low values; B-score at 10 µM; 1.2% of 310,000 active;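 active = ratio B-score over 3 SD below the library mean, with starting fluorescence within 5 SD of its mean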;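 note: negative B-score means less thallium flux so channel inhibition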
Target sequence (Q9NPC2 whole entry, looked up, the tested form may be a part): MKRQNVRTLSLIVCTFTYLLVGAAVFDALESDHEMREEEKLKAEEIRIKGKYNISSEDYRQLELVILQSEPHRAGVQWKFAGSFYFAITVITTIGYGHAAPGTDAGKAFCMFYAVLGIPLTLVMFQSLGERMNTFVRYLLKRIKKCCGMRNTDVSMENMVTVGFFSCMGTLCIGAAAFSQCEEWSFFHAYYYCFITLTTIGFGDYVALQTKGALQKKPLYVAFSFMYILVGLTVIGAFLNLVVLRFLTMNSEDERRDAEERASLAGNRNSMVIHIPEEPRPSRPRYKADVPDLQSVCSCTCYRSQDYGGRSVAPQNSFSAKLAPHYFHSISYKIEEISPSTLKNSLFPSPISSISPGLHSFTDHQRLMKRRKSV
KCNQ1 act = potentiators or activators of human KCNQ1 potassium channel. P51787. B-score at 10 µM. CHO-K1 KCNQ1, thallium flux FluxOR fluorescence; hits give high values. 0.35% of 310,000 active. AID 2648;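 active = fluorescence ratio B-score, a plate-corrected score, at least three library SD, with initial intensity B-score within 5 SD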
Target sequence (P51787 whole entry, looked up): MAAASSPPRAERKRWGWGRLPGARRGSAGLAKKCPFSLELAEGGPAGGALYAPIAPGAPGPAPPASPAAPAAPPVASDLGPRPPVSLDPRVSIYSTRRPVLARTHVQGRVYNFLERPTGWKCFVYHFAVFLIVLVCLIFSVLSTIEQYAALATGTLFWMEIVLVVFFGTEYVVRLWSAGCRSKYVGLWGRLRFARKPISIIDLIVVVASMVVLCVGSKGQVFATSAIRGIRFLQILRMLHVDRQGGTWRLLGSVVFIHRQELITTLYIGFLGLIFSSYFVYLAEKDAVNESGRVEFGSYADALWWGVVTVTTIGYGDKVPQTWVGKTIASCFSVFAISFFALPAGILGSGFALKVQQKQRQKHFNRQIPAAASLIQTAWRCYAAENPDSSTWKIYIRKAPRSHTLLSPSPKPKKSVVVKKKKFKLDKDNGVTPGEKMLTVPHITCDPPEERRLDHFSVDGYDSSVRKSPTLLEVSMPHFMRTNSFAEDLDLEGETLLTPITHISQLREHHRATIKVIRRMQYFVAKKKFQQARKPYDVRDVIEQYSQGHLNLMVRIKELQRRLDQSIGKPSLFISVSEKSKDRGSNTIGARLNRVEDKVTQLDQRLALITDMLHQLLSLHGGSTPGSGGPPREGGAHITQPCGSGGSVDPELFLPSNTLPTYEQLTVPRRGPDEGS
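Medium – assay buffer, equal DMSO in all wells · Material – CHO-K1 cell line with stable KCNQ1 potassium channel expression · Signal – kinetic FluxOR thallium fluorescence, 10-s 1-Hz baseline, 110-s post-stimulus read · Compound – single concentration per compound, DMSO matched to controls · Schedule – 37 °C overnight plating, 90-min dark dye load, 20-min compound pretreatment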
PolyA inh = yeast polyadenylation inhibition | calls only at 12 µM | S. cerevisiae SKY197-pL101 polyadenylation reporter, beta-gal luminescence; efflux-impaired pdr1/pdr3 knockout yeast; score 100 = 6 SD above DMSO | 0.02% of 300,000 active;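 active = lowest replicate activity score at least 50, where 100 means six control SD above control mean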;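 note: yeast exposed to compound for 9 h at 30 °C; higher score means more reporter readthrough which indicates perturbed polyadenylation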
TRPC4 block = inhibitors of mouse TRPC4 channel | Q9QUQ5 | HEK293 TRPC4beta/mu-opioid, DAMGO-evoked Fluo4 calcium flux; hits give low values | B-score at 10 µM | 0.39% of 300,000 active;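 active = B-score over 3 SD under the library average, no early fluorescence shift, positive overall ratio signal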
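Test system – stable TRPC4beta/mu-opioid receptor HEK293 cells · Probe or stimulus – DAMGO, a submaximal dose followed by a maximal one · Dosing – one concentration per compound · Signal – Fluo4 calcium fluorescence by kinetic imaging, 5 s 1 Hz baseline · Evaluation – per-well B score of integrated baseline-normalized Fluo4 ratio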
TRPC4 agonist = opens the mouse TRPC4 cation channel. HEK293 TRPC4beta/mu-opioid, Fluo4 calcium fluorescence; hits give high values. 0.49% of 310,000 active. B-score at 10 µM. Q9QUQ5. AID 2237;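 active = B-score above 5 SD of library B-scores, and initial fluorescence ratio not above library mean plus 5 SD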;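 note: positive B-score marks a calcium rise read as TRPC4 activation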
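System: HEK293 cells stably co-expressing mouse TRPC4beta and mu-opioid receptor; Schedule: Fluo4 dye loading 45 min at room temperature, 110 s recording; Detection: Fluo4 fluorescence, kinetic; Evaluation: B-scored integrated calcium fluorescence ratio; Controls: buffer (low) and maximal DAMGO (high).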
hERG protect = compounds protecting human hERG from proarrhythmic drug block | Q12809 | CHO-hERG, FluxOR thallium flux, dofetilide IC70 present | activation (rescue from dofetilide block), less the hit threshold, % at 10 µM | 0.51% of 310,000 active;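 active = activation above the mean of controls blocked by dofetilide plus 5 SD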;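 note: thallium influx through hERG after potassium depolarization seen as dye fluorescence rise; in these data hits start at about 4.7%; inactives centre near -7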
TRPC4 potent = TRPC4 (mouse) allosteric potentiation; 0.42% of 310,000 active; Q9QUQ5; B-score at 10 µM; HEK293 TRPC4beta/mu-opioid, DAMGO EC20, Fluo-4 Ca2+ flux; hits give high values; AID 2227;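 active = B-score of calcium response area above 5 SD of library B-scores, with initial fluorescence ratio within 5 SD of library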;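 note: B-score of integrated fluorescence ratio over time as area under calcium response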
KCNK3 inh = human KCNK3 channel inhibition, primary screen | AID 602410 | CHO-KCNK3 thallium flux, FluxOR fluorescence; hits give low values | O14649 | 0.84% of 340,000 active | B-score at 10 µM;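 active = B-score under library mean minus 4 SD, starting fluorescence ratio at most library mean plus 5 SD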;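 note: more negative B-score means stronger inhibition of thallium flux through KCNK3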
KCNQ1 inh = inhibitors of human KCNQ1 potassium channel; AID 2642; P51787; 1.3% of 310,000 active; CHO-K1 KCNQ1, FluxOR thallium flux fluorescence; hits give high values; B-score at 10 µM;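 active = compounds whose thallium flux B-score, printed positive for inhibition, exceeds three library SD while starting fluorescence stays within three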;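 note: channel opened by potassium depolarization with thallium stimulus after 20 min compound exposure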
DYRK1A inh = Dyrk1A (rat) kinase inhibition. Q63470. ADP-Glo luminescence, NFATc1 peptide. 0.43% of 310,000 active. inhibition, % at 12.5 µM. AID 504441; in the data active = inhibition above about 50%;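 note: plate controls were vehicle with enzyme for no effect and no enzyme for full effect; many of its hits are not listed in these tables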
Platelet DG rel = platelet dense granule release activity; human platelet-rich plasma, SFLLRN dense granule ATP release, luminescence; 0.22% of 300,000 active; inhibition, %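 (compounds screened at 7.5 µM in platelet-rich plasma)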;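 active = mean replicate score, as percent of positive control, at or above 50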
Numbers without * were called inactive; i = inactive; . = not tested or not shown.

SMILES	KCNK9 block	KCNQ1 act	PolyA inh	TRPC4 block	TRPC4 agonist	hERG protect	TRPC4 potent	KCNK3 inh	KCNQ1 inh	DYRK1A inh	Platelet DG rel
NC(=O)[C@H]1CC2(CC(c3cccc(NC(=O)[C@H]4CCC(=O)N4)c3)=NO2)CN1C(=O)c1cc([N+](=O)[O-])cc([N+](=O)[O-])c1 (stereo not given in full)	i	i	i	i	i	0	i	i	i	2	-2
CCOC(=O)Nc1ccc2nc(Sc3ccc(Cl)cc3)sc2c1	i	i	i	i	i	-14	i	i	i	5	0
O=C(CNc1ccccc1Cl)c1ccc(Br)cc1	i	i	i	i	i	-7	i	i	i	4	0
C/C=C(\C)C(=O)NCCN1C2=NC[C@H](C(C)C)N2C[C@@H]1Cc1ccc(OC)cc1	i	i	i	i	i	-6	i	i	i	2	-5
COC(=O)C1=C(C)N(CCCC(=O)O)C(=O)NC1c1cc2c(cc1[N+](=O)[O-])OCO2 (stereo not given)	i	i	i	i	i	-4	i	i	i	7	0
CC(C)CCN1CCN(C2CCN(c3ccccc3)CC2)CC1CCO (stereo not given)	i	i	i	i	i	-5	i	i	i	3	1
CC(C)(C)NC(=O)NC(=O)CN1CCN(S(=O)(=O)c2ccc3c(c2)CCCC3)CC1	i	i	i	i	i	-14	i	i	i	1	-9
CC(C)c1nnc(NC(=O)CCCCCN2C(=O)C3C4C=CC(C4)C3C2=O)s1 (stereo not given)	i	i	i	i	i	-6	i	i	i	17	11
CC1CCCN(S(=O)(=O)c2ccc(NC(=O)CN3CCN(C)CC3)cc2)C1 (stereo not given)	i	i	i	i	i	-9	i	i	i	-2	-5
Cc1cc2occ(CC(=O)NNC(=O)c3ccccc3)c2cc1C	i	i	i	i	i	-9	i	i	i	-3	1
CCC(=O)Nc1ccc(OC)cc1OC	i	i	i	i	i	-8	i	i	i	7	3
CN(C(=O)COC(=O)CNC(=O)C12CC3CC(CC(C3)C1)C2)C1CCS(=O)(=O)C1 (stereo not given)	i	i	i	i	i	-7	i	i	i	-3	6
O=C1/C(=C\c2cccc(O)c2)SC(=S)N1Cc1ccccc1	i	i	i	i	i	-2	i	i	i	.	-2
Cc1cccc(NC(=O)c2ccc(S(=O)(=O)N3CCCCC3)cc2)c1	i	i	i	i	i	-12	i	i	i	1	-6
Brc1ccc(C2=Nc3ccccc3C(c3ccncc3)=NN2)cc1	i	i	i	i	i	-8	i	i	i	-2	2
CCOC(=O)C(C)Sc1nc(=O)n2cccc(C)c2n1 (stereo not given)	i	i	i	i	i	-4	i	i	i	-3	2
C=CCC(O)c1c(-c2ccccc2)nn(C)c1Cl (stereo not given)	i	i	i	i	i	-3	i	i	i	0	1
O=C(CSc1nnc(CNC(=O)c2ccc(F)cc2)o1)NCC1CCCO1 (stereo not given)	i	i	i	i	i	-10	i	i	i	-3	-24
CCOC(=O)c1oc2c(CN3CCN(CCO)CC3)c(O)c(CC)cc2c(=O)c1-c1nc2ccccc2s1	i	i	i	i	i	-7	i	i	i	-1	0
C/C(=N\NC(=O)c1ccc(N(C)C)cc1)c1cccnc1	i	i	i	i	i	0	i	i	i	4	0
O=[N+]([O-])c1cc(Cl)ccc1N1CCN(c2ccccc2O)CC1	-8.5*	i	i	i	i	-19	12*	i	i	10	-15
O=[N+]([O-])c1cc(C=Nc2cccc3c(O)cccc23)ccc1Cl	i	i	i	i	i	-8	i	.	7*	.	-17
COc1ccc(-n2cnnc2SCC(=O)N(C)C2CCS(=O)(=O)C2)cc1 (stereo not given)	i	i	i	i	i	-16	i	i	i	4	-1
O=C(CS(=O)(=O)c1cccc(Cl)c1)Nc1ccccc1Cl	i	i	i	i	i	-12	i	i	i	-2	-5
CC(=O)c1ccc(NC(=O)C2CCCN(S(=O)(=O)c3c(C)[nH]c(=O)[nH]c3=O)C2)cc1 (stereo not given)	i	i	i	i	i	-3	i	i	i	-4	4
COc1cc2cc(C#N)c(SCC(=O)N3CCOCC3)nc2cc1OC	i	i	i	i	i	-10	i	i	i	2	6
COCc1cc(/C=N\NC(=O)Cc2ccc(OC)cc2)ccc1OC	i	i	i	i	i	-7	i	i	i	1	6
CCOC(=O)C1CCCN(S(=O)(=O)c2ccc(Br)s2)C1 (stereo not given)	i	i	i	i	i	-6	i	i	i	-2	-14
CCOC(=O)c1ccc(Nc2ncnc3ccccc23)cc1	i	i	i	i	i	-11	i	i	i	.	-3
COC(=O)c1ccccc1NC(=O)CSc1n[nH]c(-c2cccnc2)n1	i	i	i	i	i	-8	i	i	i	1	0
CCOC(=O)CC1C(=O)NCCN1C(=O)NC1CCCCC1 (stereo not given)	i	i	i	i	i	-4	i	i	i	3	7
CCCCN1C2=NCCCN2c2cc(C)c(C)cc21	i	i	i	-7*	i	-9	i	i	i	3	-5
Cc1ccc(C)c(-n2cc(-c3ccc(Cl)cc3)nc2SCC(=O)NC2CCS(=O)(=O)C2)c1 (stereo not given)	i	i	i	i	i	-16	i	i	i	-5	-32
Cc1noc(C)c1COC(=O)c1ccc2c(c1)OCO2	i	i	i	i	i	-10	i	i	i	0	-1
COCCOc1ccc(C(F)(F)F)cc1NC(=O)CN1C(=O)NC(C)(c2ccc3c(c2)OCO3)C1=O (stereo not given)	i	i	i	i	i	-4	i	i	i	8	1
COc1ccccc1NC(=O)Nc1nn(C)c2cccc(OC)c12	-11*	i	i	i	i	-11	i	i	i	.	-3
COc1ccc(NC(=O)COC(=O)C2CCN(S(=O)(=O)c3ccccc3)CC2)cc1Cl	i	i	i	i	i	-7	i	i	i	3	1
COC(=O)c1cc(=O)n(CCc2ccc(OC)cc2)c(=Nc2ccc(F)c(Cl)c2)s1	i	i	i	i	i	-12	i	i	i	7	6
CCn1c(-c2ccc(OC)c(OC)c2)n[nH]c1=S	i	i	i	i	i	-10	i	i	i	0	0
COCCn1c(-c2cccs2)csc1=Nc1cccnc1	i	i	i	i	i	-19	i	i	i	-3	1
CCCOc1ccc(C(=O)N2CC3(CC(c4cccc(NC(=O)[C@@H]5CCC(=O)N5)c4)=NO3)C[C@H]2C(=O)NC2(C(N)=O)CC2)cc1 (stereo not given in full)	i	i	i	i	i	-6	i	i	i	5	9
O=C(COc1ccc(Cl)cc1Cl)N/N=C/C1CC=CCC1 (stereo not given)	i	i	i	i	i	-5	i	i	i	3	-10
O=S(=O)(NCC1CCN(c2ccc(S(=O)(=O)N3CCOCC3)cc2)CC1)c1ccccc1	i	i	i	i	i	-11	i	i	i	-1	0
CC(Oc1ccc(F)cc1)C(=O)Nc1ccccc1C(=O)NC1CC1 (stereo not given)	i	i	i	i	i	-15	i	i	i	4	1
CC(OC(=O)CN1C(=O)NC2(CCCC2)C1=O)C(=O)Nc1cccc(Cl)c1Cl (stereo not given)	i	i	i	i	i	-15	i	i	i	-8	19
COc1ccc(CNC(=O)N2CCN(c3cccc(C)c3C)CC2)cc1OC	i	i	i	i	i	-11	i	i	i	4	-1
COc1ccc(NC(=O)NC2(C(=O)N3CCCC(C)C3)CCCCC2)cc1 (stereo not given)	i	i	i	i	i	-7	i	i	i	2	0
CN(C(=O)COC(=O)C1COc2ccccc2O1)c1c(N)n(Cc2ccccc2)c(=O)[nH]c1=O (stereo not given)	i	i	i	i	i	-17	i	i	i	1	-5

By substructure, the entries above with a thiophene ring, fused or not.
SMILES	KCNK9 block	KCNQ1 act	PolyA inh	TRPC4 block	TRPC4 agonist	hERG protect	TRPC4 potent	KCNK3 inh	KCNQ1 inh	DYRK1A inh	Platelet DG rel
CCOC(=O)C1CCCN(S(=O)(=O)c2ccc(Br)s2)C1 (stereo not given)	i	i	i	i	i	-6	i	i	i	-2	-14
COCCn1c(-c2cccs2)csc1=Nc1cccnc1	i	i	i	i	i	-19	i	i	i	-3	1

Back to the main list; the 2 compounds before the break are reprinted first.
SMILES	KCNK9 block	KCNQ1 act	PolyA inh	TRPC4 block	TRPC4 agonist	hERG protect	TRPC4 potent	KCNK3 inh	KCNQ1 inh	DYRK1A inh	Platelet DG rel
COc1ccc(NC(=O)NC2(C(=O)N3CCCC(C)C3)CCCCC2)cc1 (stereo not given)	i	i	i	i	i	-7	i	i	i	2	0
CN(C(=O)COC(=O)C1COc2ccccc2O1)c1c(N)n(Cc2ccccc2)c(=O)[nH]c1=O (stereo not given)	i	i	i	i	i	-17	i	i	i	1	-5
O=C(CNc1ccc2ccccc2c1)N/N=C/c1ccccn1	i	i	i	i	i	-9	i	i	i	.	3
O=C(Nc1ccc(NC(=O)c2cccs2)cn1)c1ccccc1	i	i	i	i	i	-7	i	i	i	0	-1
O=C1C2C3c4ccccc4C(c4ccccc43)[C@@H]2c2nc3ccccc3n21 (stereo not given in full)	i	i	i	i	i	-9	i	i	i	2	-1
O=C(CCNc1cccc(Cl)c1)c1ccco1	i	i	i	i	i	-9	i	i	i	15	2
Cc1oc2c(c(C)cc3oc(=O)c(CC(=O)N[C@@H](CCCNC(N)=O)C(=O)O)c(C)c32)c1C	i	i	i	i	i	-8	i	i	i	-1	-11
Cc1ccc(N2CCN(C3=NC(=O)/C(=C\c4cccs4)S3)CC2)cc1	i	i	i	i	i	-8	i	i	i	6	-24
Cc1ccccc1C(=O)NC1CCN(C(=O)NC2CCCCC2)CC1	i	i	i	i	i	-4	i	i	i	-6	-1
CN(Cc1ccccc1)C(=O)c1ccccc1NC(=O)c1ccccc1	i	i	i	i	i	-15	i	i	i	5	1
Cc1cccnc1Nc1nc(-c2ccccc2)cs1	i	i	i	i	i	-1	i	i	i	4	22
CC(C)Oc1ccc(S(=O)(=O)N2CCOCC2)cc1NC(=O)C(C)Oc1ccc(F)cc1 (stereo not given)	i	i	i	i	i	-19	i	i	i	-6	-2
O=C(CN(C(=O)CCC(=O)Nc1nccs1)c1ccc(F)c(Cl)c1)NCC1CCCO1 (stereo not given)	i	i	i	i	i	0	i	i	i	5	-24
COc1cc2c(cc1OC)C(c1cc(OC)c(OC)c(OC)c1)NCC2 (stereo not given)	i	i	i	i	i	-4	i	i	i	-2	2
Cc1ccnc(NC(=O)/C=C/c2ccccc2Cl)c1	i	i	i	i	i	-3	i	i	i	1	27
CCOCCn1c(CN2CCN(c3ccc(OC)cc3)CC2)nc2c1c(=O)n(C)c(=O)n2C	i	i	i	i	i	-8	i	i	i	-1	9

Screens deposited in PubChem BioAssay by several laboratories.

An excerpt (hit frequency here may not be typical).
